CASP6 VEID inh = blocks human caspase-6 cleavage activity; P55212; actives 0.53% (n = 350,000); purified caspase-6, Z-VEID-R110 cleavage fluorescence; inhibition, % at 12.5 µM;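 active = mean inhibition across replicates at least about 35%, with every replicate also reaching that limit, limit read from the data; inconclusive = only one of the two criteria met; inactive = neither criterion met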;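 note: 0% = median of neutral control wells and 100% = no fluorescence left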
Target sequence (P55212 24-179 limits assumed): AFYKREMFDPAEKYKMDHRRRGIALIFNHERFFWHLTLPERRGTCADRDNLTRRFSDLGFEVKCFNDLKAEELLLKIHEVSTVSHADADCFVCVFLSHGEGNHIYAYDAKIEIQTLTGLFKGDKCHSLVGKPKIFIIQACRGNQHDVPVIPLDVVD
Target sequence (P55212 194-293 limits assumed): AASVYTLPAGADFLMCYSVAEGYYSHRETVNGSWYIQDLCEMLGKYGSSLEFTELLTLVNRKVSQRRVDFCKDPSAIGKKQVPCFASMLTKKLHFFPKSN
esBAF inh = SWI/SNF esBAF complex inhibition | AID 602393 | actives 2% (n = 350,000) | mouse ES cells, Bmi1-luciferase knock-in reporter, 24 h; 100% = twice the neutral-well signal | reporter increase, % at 12.5 µM; in the data active = activation above about 40%; inconclusive = no clear call, values can overlap the other calls;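 note: 0% = median of the plate's neutral control wells and 100% = double that signal; a rise in the Bmi1 reporter signal indicates esBAF inhibition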
SIRT5 block = inhibitors of human sirtuin-5 desuccinylase; Q9NXA8; Purified SirT5, succinyl-peptide AMC, trypsin-coupled fluorescence; inhibition, % at 15 µM; actives 1.1% (n = 330,000); AID 652115; in the data active = inhibition above about 15%; inconclusive = no clear call, values can overlap the other calls
Target sequence (Q9NXA8 whole entry, looked up): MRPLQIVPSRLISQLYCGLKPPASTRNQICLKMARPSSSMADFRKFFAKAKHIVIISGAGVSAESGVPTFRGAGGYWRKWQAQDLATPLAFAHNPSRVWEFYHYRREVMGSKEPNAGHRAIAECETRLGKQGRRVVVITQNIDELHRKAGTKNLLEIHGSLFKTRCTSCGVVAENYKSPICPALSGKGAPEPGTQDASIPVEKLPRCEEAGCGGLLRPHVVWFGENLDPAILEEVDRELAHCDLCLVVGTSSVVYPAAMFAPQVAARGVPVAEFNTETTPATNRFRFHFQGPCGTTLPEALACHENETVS
LGR2 antag = inhibitors of bursicon-induced Drosophila LGR2 receptor cAMP signaling; inhibition, % at 9.99 µM; HEK293 LGR2, CRE-luciferase, bursicon-stimulated, 4 h; actives 0.35% (n = 380,000);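 active = drop in luminescence signal, shown as inhibition above about 50% in the replicate tests, limit read from the data, passing the limit was not always enough; inconclusive = probably only some replicates passing the limit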;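 note: agonist challenge used bursicon conditioned medium at about half maximal strength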
FN deposit inh = fibronectin deposition inhibition | AH1F fibroblasts, Alexa488-fibronectin deposition fluorescence, overnight | inhibition, % at 12.6 µM | actives 0.086% (n = 350,000) | AID 743247;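 active = mean inhibition across replicates of 30% or more, regardless of how many single replicates reach that level; inconclusive = mean under 30% yet at least half of replicates reach 30%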;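 note: positive control wells lacked labelled fibronectin entirely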
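Assay system: AH1F fibroblasts / Quantity: 10000 cells per well / Medium: DMEM plus 2% serum, read in PBS / Reagent: labelled fibronectin 24 nM / Dosing: single dose, pinned / Times: 1 h cell attachment, overnight exposure to compound and label / Signal: fluorescence, ex 485 nm, em 525 nm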
S100A4 MyoIIA = S100A4-myosin IIA interaction inhibition; P26447; actives 0.14% (n = 360,000); S100A4/TAMRA-MyoIIA peptide fluorescence polarization; inhibition, % at 10.7 µM;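 active = mean inhibition of at least 70% across replicates, with every replicate also reaching that level; inconclusive = mean inhibition reaches 70% but some replicates fall short; inactive = mean inhibition below 70%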
Target sequence (P26447 whole entry, looked up): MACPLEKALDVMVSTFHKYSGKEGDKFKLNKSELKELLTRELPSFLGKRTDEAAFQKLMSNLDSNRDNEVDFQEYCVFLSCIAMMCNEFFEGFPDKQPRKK
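Compound dosing: one dose per compound; test system: human S100A4 monomer with TAMRA-labelled myosin IIA peptide; probe or stimulus: TAMRA-labelled myosin IIA heavy-chain peptide probe, 5 nM; medium: HEPES buffer with Ca2+, pH 7.2; schedule: 5 min incubation before reading; benchmarks: neutral control DMSO, positive control TFP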
C2C12 statin = suppression of simvastatin myotoxicity; C2C12 myotubes + simvastatin, ATP luminescence, 48 h; scaled: DMSO 0, geranylgeraniol control 100; rescue of ATP level, % at 7.49 µM; actives 0.78% (n = 330,000);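 active = mean ATP rescue above about 67%, or every replicate alone reaching that limit, limit read from the data, passing the limit was not always enough; inconclusive = no clear call, values can overlap the other calls; inactive = mean under the limit and some replicate under it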;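 note: myotubes were challenged with 10 µM simvastatin during compound exposure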
An asterisk follows results filed as active; ? = inconclusive; / = no result given.

SMILES	CASP6 VEID inh	esBAF inh	SIRT5 block	LGR2 antag	FN deposit inh	S100A4 MyoIIA	C2C12 statin
COc1ccccc1N1CCN(C(=O)CSc2nc3ncnc(N)c3[nH]2)CC1	/	-9	/	5	3	/	-9
COCC(=O)Nc1ccc2c(c1)[C@H]1C[C@H](CC(=O)NC3CCCCC3)O[C@@H](CO)[C@H]1O2	0	2	1	-18	-4	2	4
COc1ccc(CCn2c(=N)c(C(=O)NCC3CCCO3)cc3c(=O)n4cccc(C)c4nc32)cc1OC (stereo not drawn)	1	-21	-3	1	3	16	-90
Cc1ccc(O)c(CNc2nc3ccccc3n2C(C)C)c1	1	0	-1	5	7	-1	-3
COc1ccc(C)cc1NC(=O)Nc1ccccc1SC	4	/	-1	26	-7	2	/
Cc1nc2ccc(C(=O)c3ccccc3)cc2[nH]1	/	39	/	/	-2	/	-3
CC(C)NC(=O)COc1ccc(Cl)cc1Cl	/	18	/	-5	/	/	8
CC(C)n1nnnc1SCC(=O)c1c(N)n(C2CC2)c(=O)[nH]c1=O	2	-3	-1	4	6	2	-17
O=C(Nc1ccc2c(c1)nc1n2CCOC1)c1ccco1	/	4	/	/	-4	/	1
CN1C(=O)c2ccccc2OC1(C)Cc1ccccc1 (stereo not drawn)	-3	-9	-3	7	-6	-4	11
O=C(/C=C/c1ccccc1)Nc1cccnc1Cl	0	?	-6	-62	5	-1	-9
Cc1ccc(S(=O)(=O)N2CCCCC2)cc1NC(=O)CCNC(=O)c1ccccc1	3	6	1	-7	14	3	-3
COc1cccc2cc(/C(=N/O)c3ccc(Br)cc3)oc12	1	/	0	-39	6	0	/
C[N+]1(CC(=O)OC2CCCCCCCCCCC2)CCCC1	-9	/	-7	-1	0	-2	/
Cc1ccccc1-c1ccc2c(c1)O[C@H](CN(C)C(=O)C1CC1)[C@@H](C)CN([C@H](C)CO)S2(=O)=O	-3	-3	-2	6	4	-5	-29
O=C(CSc1nncn1-c1ccccn1)Nc1cccc(Cl)c1	8	3	-4	8	/	7	22
COCC(=O)Nc1ccc2c(c1)OC[C@H](C)N(C(=O)c1ccccc1)C[C@@H](C)[C@@H](OC)CN(C)C2=O	/	4	1	-8	0	-3	3
CCCCn1c(=O)[nH]c(=O)c2c1nc(-c1ccc(C)c([N+](=O)[O-])c1)n2CC	0	-3	-4	-5	-10	5	7
O=C(C[C@@H]1CC[C@H]2[C@@H](COC[C@@H](O)CN2S(=O)(=O)c2ccccc2)O1)N1CCc2ccccc2C1	1	1	0	14	-3	-5	7
O=C(COC(=O)C1=COCCO1)NC1CCCCCCC1	-1	/	-4	/	3	-3	/
COCCCNc1ccn2nc(-c3ccccc3)cc2n1	4	-62	-6	72*	-8	-5	0
COc1ccc(CNC(=O)C(C)N2CCN(S(=O)(=O)c3ccccc3F)CC2)cc1 (stereo not drawn)	1	-5	-2	9	6	-2	2
CC1CN(CC(=O)NN=C(c2ccccc2)c2ccccc2)CC(C)O1 (stereo not drawn)	-2	/	1	27	3	0	/
C[C@@H]1CN([C@H](C)CO)C(=O)c2cc(C#Cc3ccccn3)cnc2O[C@@H]1CN(C)Cc1cncnc1	-1	-2	2	0	/	16	39
COc1ccc(S(=O)(=O)Nc2ccc3c(c2)OC[C@@H](C)NC[C@H](C)[C@H](OC)CN(C)C3=O)cc1	-1	3	-6	28	0	-9	5

Individual results from above:
esBAF inh, `COc1ccc(CNC(=O)C(C)N2CCN(S(=O)(=O)c3ccccc3F)CC2)cc1` (stereo not drawn) reads -5
S100A4 MyoIIA, `CC(C)n1nnnc1SCC(=O)c1c(N)n(C2CC2)c(=O)[nH]c1=O` reads 2
FN deposit inh, `COc1ccc(S(=O)(=O)Nc2ccc3c(c2)OC[C@@H](C)NC[C@H](C)[C@H](OC)CN(C)C3=O)cc1` reads 0

Next section:
SMILES	CASP6 VEID inh	esBAF inh	SIRT5 block	LGR2 antag	FN deposit inh	S100A4 MyoIIA	C2C12 statin
Cc1cccc(-c2ccc([C@@H]3[C@H]4CN(C(=O)c5ccc6c(c5)OCO6)CCCCN4[C@H]3CO)cc2)c1	-9	5	6	-7	/	-1	-14
CCn1c2ccc(F)cc2c2nnc(SCCN3CCCCC3)nc21	-2	9	7	-15	2	-3	-13
CCCOc1ccc(C(=O)Nc2ccc(CN3CCOCC3)cc2)cc1	-2	12	9	-2	-3	0	-6
C[C@H]1CN([C@@H](C)CO)C(=O)Cc2cc(NC(=O)Nc3ccc(F)cc3)ccc2O[C@H]1CN(C)Cc1ccc(C(=O)Nc2ccccc2N)cc1	2	/	/	-31	/	0	/
COC(=O)c1c(NC(=O)CN2C(=O)C(=O)N(CC(C)C)C2=O)sc(C)c1C	1	1	-2	11	-4	-3	9
COc1ccc(CCNC(=O)COc2cc(O)c3c(c2)OC(C)(C)CC3=O)cc1	-1	8	5	/	/	0	11
O=C(N[C@@H]1C=C[C@@H](CC(=O)N2CCOCC2)O[C@H]1CO)c1cccc(F)c1	1	0	-1	1	3	16	-9
OC(c1ccccc1)(c1ccccc1)C1CCN(CCCOc2cc(F)cc(F)c2)CC1	3	/	1	-5	-1	11	/
O[C@@H](c1cc(C(F)(F)F)nc2c(C(F)(F)F)cccc12)[C@H]1CCCCN1	13	-7	2	42	4	0	-5
COc1ccc(NC(=O)N(C)C[C@@H]2Oc3ccc(NS(C)(=O)=O)cc3C(=O)N([C@H](C)CO)C[C@@H]2C)cc1	0	-6	-4	-17	4	10	0
CO[C@@H]1CN(C)C(=O)c2ccc(NC(=O)NC(C)C)cc2OC[C@@H](C)N(CC2CC2)C[C@H]1C	1	-1	12	-13	/	2	0
CCOc1cc(S(=O)(=O)NCc2ccncc2)c(C)cc1C	-1	/	1	/	1	3	/
COc1ccc([N+](=O)[O-])cc1CSc1ccccn1	10	9	1	-17	2	3	-4
Nc1ccccc1Nc1c(F)c(F)nc(F)c1Cl	-3	1	-4	-3	2	-18	-17
O=C(Nc1ccccc1)C(=O)c1c[nH]c2ccccc12	0	6	-2	-9	-4	6	-35
COc1ccc(NC(=O)Nc2cccc3c2O[C@H](CN(C)C(=O)NC(C)C)[C@H](C)CN([C@H](C)CO)C3=O)cc1	-1	6	-2	4	13	6	-10
O=C(CCNC(=O)c1ccc(Br)cc1)NNC(=O)C1COc2ccccc2O1 (stereo not drawn)	0	0	0	-13	1	4	-7
C[C@@H]1CN([C@@H](C)CO)C(=O)Cc2cc(NC(=O)Nc3cccc4ccccc34)ccc2O[C@H]1CN(C)Cc1ccc2c(c1)OCO2	2	-7	1	19	/	5	75*
COc1ccc([N+](=O)[O-])cc1CSc1nnc(NC(C)=O)s1	-1	/	0	14	3	-2	/
C[C@@H]1CCCCO[C@H](CN(C)CC2CC2)[C@H](C)CN([C@@H](C)CO)C(=O)c2cc(NC(=O)c3ccncc3)ccc2O1	0	4	-5	0	/	-5	-1
CCCN(C(=O)CSc1nc(C2CC2)n(-c2ccccc2)n1)C1CCS(=O)(=O)C1 (stereo not drawn)	3	-6	0	5	9	2	-1
O=C1CC(c2cccs2)c2ccc3ccccc3c2N1 (stereo not drawn)	0	19	-2	10	3	-6	9
N#C/C(=C\c1cccs1)C(=O)N1CCOCC1	-6	/	1	/	-1	-1	/
C/C(=N\NC(=O)CSCc1ccccc1Br)c1cccc([N+](=O)[O-])c1	0	/	/	-3	-2	-10	/
CC1(C)CC(=O)C=C(c2cccc3c2sc2ccccc23)C1	0	32	0	-19	12	-4	-16

The closing 4 records of the part before are carried over, then new ones follow.
SMILES	CASP6 VEID inh	esBAF inh	SIRT5 block	LGR2 antag	FN deposit inh	S100A4 MyoIIA	C2C12 statin
O=C1CC(c2cccs2)c2ccc3ccccc3c2N1 (stereo not drawn)	0	19	-2	10	3	-6	9
N#C/C(=C\c1cccs1)C(=O)N1CCOCC1	-6	/	1	/	-1	-1	/
C/C(=N\NC(=O)CSCc1ccccc1Br)c1cccc([N+](=O)[O-])c1	0	/	/	-3	-2	-10	/
CC1(C)CC(=O)C=C(c2cccc3c2sc2ccccc23)C1	0	32	0	-19	12	-4	-16
CCC(=O)Nc1ccc(S(=O)(=O)Nc2ccc(Cl)nn2)cc1	2	/	-5	-1	/	2	/
CCCc1nc2c3ccccc3ccn2c1Cc1ccc(C)cc1	-8	101*	-1	-71	-1	-5	-1
CC1(C)CC(=O)C([N+](=O)[O-])=C(NCCCO)C1	-4	-2	4	4	-3	3	-2
O=C(CCCOc1ccccc1)NNC(=O)c1ccc(Cl)cc1	1	-6	1	-2	-7	0	5
C[C@H](CO)N1C[C@H](C)[C@@H](CN(C)C(=O)Nc2ccc3c(c2)OCO3)Oc2ccc(NS(=O)(=O)c3cccs3)cc2C1=O	3	2	6	15	-1	-7	-15
COc1cccc(S(=O)(=O)N(C)C[C@@H]2OCc3cn(nn3)CCCC(=O)N([C@H](C)CO)C[C@@H]2C)c1	/	0	/	11	-4	/	-3
Clc1ccccc1C1=CC(c2ccco2)n2ncnc2N1 (stereo not drawn)	1	/	-3	-11	5	0	/
CCOC(=O)c1[nH]c2ccc(OC)cc2c1NC(=O)c1ccc2c(c1)OCO2	/	-3	/	/	-15	/	2
C[C@@H]1CCCCO[C@H](CN(C)S(=O)(=O)c2ccc(Cl)cc2)[C@H](C)CN([C@@H](C)CO)C(=O)c2cc(NC(=O)c3ccccc3)ccc2O1	-3	-3	6	18	/	-11	/
N#Cc1ccccc1Sc1ccccc1C(=O)OCC(=O)NC1CCCCC1	0	/	-2	/	3	-2	/
COc1ccccc1N(C)S(=O)(=O)c1ccc(C(=O)NCC(C)C)cc1	/	4	/	/	7	/	-12
C=C(C)C(=O)Nc1cccc(C2=NOC3(C2)C[C@@H](C(N)=O)N(C(=O)/C=C/C=C/C)C3)c1 (stereo partly drawn)	51*	-2	/	/	-7	4	9
O=C(C[C@H]1CC[C@H]2[C@@H](COC[C@@H](O)CN2S(=O)(=O)c2cccc(Cl)c2)O1)N1CCCCC1	-1	-2	1	-13	-8	17	10
O=C(c1cccs1)N(Cc1ccco1)C1CCS(=O)(=O)C1 (stereo not drawn)	/	-6	/	15	5	/	-7
COc1ccccc1CNC(=O)COc1ccc(S(=O)(=O)N2CCOCC2)cc1	-1	-3	-2	0	7	17	-4
COc1ccccc1-c1cn(CC[C@H]2CC[C@@H](NC(=O)C3CCCCC3)[C@@H](CO)O2)nn1	-1	9	-3	-3	-4	-24	-1
COc1ccc(N2CCN(C(=O)c3ccc(C)c(NC(=O)C4=C(C)OCCS4)c3)CC2)cc1	-5	8	-2	-16	4	6	6
CC(C)C(=O)NC(Nc1cccc2cccnc12)C(Cl)(Cl)Cl (stereo not drawn)	/	5	/	/	10	/	44
O=C(N[C@@H]1CC[C@@H](CCn2cc(-c3ccccn3)nn2)O[C@@H]1CO)c1ccccc1	-2	3	-3	7	/	0	0
O=C(CCNC(=O)c1ccc(Cl)cc1)Nc1ccncc1	-2	8	-2	-34	/	-5	9
COc1ccc(C(=O)O)cc1S(=O)(=O)NCCN(C)C	-15	3	3	3	11	-3	2
CC(=O)NNc1nc(-c2ccccc2)c2cc(Cl)ccc2n1	3	-9	1	4	1	1	9
O=C(CCCN1C(=O)/C(=C/c2ccccc2Cl)SC1=S)NNC(=O)c1ccccc1	0	/	2	30	8	-3	/
CCOCCn1c(CN2CCN(C)CC2)nc2c1c(=O)n(C)c(=O)n2C	3	9	1	4	-1	0	-6
C[C@@H]1CN([C@H](C)CO)C(=O)c2cc(C#CC3(O)CCCC3)cnc2O[C@@H]1CN(C)Cc1ccccn1	0	-2	-3	2	/	8	8
CCn1c(SCC(=O)C(C)(C)C)nnc1-c1cccnc1	1	-12	-3	2	/	-10	1

Screening results: PubChem BioAssay, Broad Institute

Some of the compounds tested; count on the stated rates, not on these rows.
